West Nile virus CPE: inhibition of WNV-induced cytopathic effect – cell-based, CPE readout (AID 1621). CPE inhibition, % at 10 µM, or IC50 in µM where a hit was titrated. West Nile virus-infected cells, CPE inhibition; higher % means a stronger effect. 290,000 compounds, 0.02% hits; in the data active means a potency from the dose series; further: strong numbers were not always called active
NTR1 agonist: NTR1-driven beta-arrestin-GFP spot formation – imaging, U2OS cells, high content, primary screen (AID 493036); P30989; agonist mode; activation, % at 20 µM; 330,000 compounds, 0.17% hits;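 active means activation at or above 40% of the spot to cytoplasm intensity ratio, with at least 20 cells analyzed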;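 further: 0% = DMSO without peptide and 100% = 100 nM NTR1 peptide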
Target sequence (P30989 whole entry, looked up): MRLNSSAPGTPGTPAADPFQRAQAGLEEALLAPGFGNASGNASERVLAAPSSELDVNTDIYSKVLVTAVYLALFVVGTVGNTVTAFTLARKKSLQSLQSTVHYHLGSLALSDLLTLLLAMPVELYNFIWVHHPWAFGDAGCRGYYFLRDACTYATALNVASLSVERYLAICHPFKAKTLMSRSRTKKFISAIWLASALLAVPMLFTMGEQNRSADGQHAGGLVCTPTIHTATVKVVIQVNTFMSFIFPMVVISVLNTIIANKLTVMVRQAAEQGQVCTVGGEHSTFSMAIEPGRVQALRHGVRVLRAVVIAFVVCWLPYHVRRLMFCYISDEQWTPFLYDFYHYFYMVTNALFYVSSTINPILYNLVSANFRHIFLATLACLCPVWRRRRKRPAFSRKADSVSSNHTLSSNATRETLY
KOR beta-arrestin-1: kappa opioid receptor activators – cell-based, luminescence, uHTS, primary screen (AID 1777); activation, % at 10 µM, or EC50 in µM where a hit was titrated; 280,000 compounds, 0.02% hits; KOR beta-arrestin recruitment, luminescence; higher % means a stronger effect; in the data active means activation above about 50%, passing the limit was not always enough; further: a part of the inactive calls stands beside numbers as strong as those of hits
KOR beta-arrestin-2: kappa opioid receptor blockers – cell-based, luminescence, uHTS (AID 1778) | inhibition, % at 10 µM; hits with a dose series show IC50 in µM | 290,000 compounds, 0.091% hits | KOR beta-arrestin recruitment, luminescence, antagonist mode; higher % means a stronger effect; in the data active means inhibition above about 50%; further: strong numbers were not always called active
PhoP inhibition: inhibitors of PhoP regulon expression, primary screen, Salmonella Typhimurium, GFP reporter (AID 1863) | inhibition, % at 50 µM, or IC50 in µM where a hit was titrated | S. Typhimurium PhoP-regulated promoter GFP reporter, 4 h; higher % means a stronger effect | 300,000 compounds, 0.16% hits;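 active means inhibition over 29.93%, a cutoff 3 SD above the screen mean, later confirmed by dose response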;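 further: 0% = low Mg2+ inducing control and 100% = high Mg2+ repressing control; strong numbers were not always called active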
GPR55 activation: selective activators of receptor GPR55 – imaging, U2OS cells, beta-arrestin-GFP redistribution, primary screen (AID 1961). one-dose activation, % at 10 µM; EC50 in µM for titrated hits. 290,000 compounds, 0.048% hits. U2OS GPR55 beta-arrestin-GFP redistribution imaging; higher % means a stronger effect;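 active means activation above 40% with more than 50 cells counted in the well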;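 further: U2OS osteosarcoma cells stably expressing GPR55 and beta-arrestin-GFP; plate controls were DMSO negative control for no effect and LPI positive control for full effect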
GPR55 LPI antagonism: GPR55 antagonists blocking LPI-driven arrestin recruitment, primary screen, imaging, U2OS, beta-arrestin-GFP, LPI agonist (AID 2013). 290,000 compounds, 0.13% hits. U2OS GPR55 beta-arrestin-GFP translocation imaging, LPI antagonism; higher % means a stronger effect. inhibition, % at 10 µM; hits with a dose series show IC50 in µM;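 active means spots per cell inhibited over 60%, with over 100 cells counted and total cytoplasm intensity under 500,000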;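 further: U2OS cells stably carrying GPR55 and arrestin-GFP stimulated by 5 µM LPI near EC80; imaged beta-arrestin-GFP aggregate spots per cell after agonist stimulation; plate controls were LPI-stimulated DMSO wells for no effect and DMSO wells without LPI for full effect; some results filed as inactive read as strong as hits; confirmed hits need IC50 under 10 µM and bright autofluorescent wells are also inconclusive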
T cell modulator: modulates CD8 T cell binding to vesicles; 2C CD8+ T cell-vesicle binding, flow cytometry; stronger effect = lower value; calls only at 7 µM; 330,000 compounds, 0.068% hits; AID 2052;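 active means response, share of CD8 T cells binding vesicles, and their 90th percentile fluorescence all below set limits, cut at about 80% in these data, passing the limit was not always enough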
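Assay system: 2C TCR transgenic mouse naive CD8+ T cells, MACS-purified | Read-out: CD8+ gate FL2 mean fluorescence as % of same-row positive control | Signal: High-throughput flow cytometry with anti-B7-1 and anti-CD8 staining | Timing: Binding step 1.5 h, 37 °C, antibody labelling 20 min, ice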
GPR35 arrestin U2OS: inhibition of zaprinast-stimulated GPR35 beta-arrestin translocation – imaging, U2OS, beta-arrestin-GFP, zaprinast agonist, primary screen (AID 2058); U2OS GPR35 beta-arrestin-GFP translocation imaging, zaprinast antagonism; higher % means a stronger effect; inhibition, % at 10 µM, or IC50 in µM where a hit was titrated; 290,000 compounds, 0.052% hits;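 active means inhibition of at least 50% with at least 30 cells and total cytoplasm GFP at most 10,000,000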
T cell modulator vesicle-bound %: recorded beside T cell modulator, whose call it bears; double positive events, %; measured here: CD8+ vesicle-bound cell fraction;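 binding gate set so that unloaded-vesicle control wells show 10% double positive cells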
NTR1 agonist cell count 20 µM: further read-out of NTR1 agonist, marked with its call; cell count; measured here: cell count, cytotoxicity flag
An asterisk follows results filed as active; [ ] = another dose, or the depositor's remark.

Results for c1ccc(Oc2cccc3cccnc23)nc1 ?
West Nile virus CPE: 0.3%; NTR1 agonist: 2.2; KOR beta-arrestin-1: 3.2%; KOR beta-arrestin-2: 37.1%; PhoP inhibition: -4.9%; GPR55 activation: -0.2%; GPR55 LPI antagonism: -8.6%; T cell modulator: inactive; GPR35 arrestin U2OS: -7.7%; T cell modulator vesicle-bound %: 21.6; NTR1 agonist cell count 20 µM: 53

What do the screens show for `Cc1cccc(C2c3[nH]c4ccccc4c3CCN2C(=O)c2cc(C(C)C)nc(N)n2)n1` (stereo unspecified)?
West Nile virus CPE: -0.8%; NTR1 agonist: 0.2; KOR beta-arrestin-2: -9.1%[20 µM]; PhoP inhibition: 10.2%; GPR55 activation: -0.1%; GPR55 LPI antagonism: 11.6%; T cell modulator: inactive; GPR35 arrestin U2OS: -1.0%; T cell modulator vesicle-bound %: 57.4; NTR1 agonist cell count 20 µM: 93

What do the screens show for `Cn1c(=O)c2c(SCC(=O)Nc3nccs3)nc(C3CC3)nc2n(C)c1=O`?
West Nile virus CPE: -0.1%; NTR1 agonist: 0.6; KOR beta-arrestin-1: 6.1%; KOR beta-arrestin-2: -10.8%; PhoP inhibition: 7.2%; GPR55 activation: 0.1%; GPR55 LPI antagonism: -5.6%; T cell modulator: inactive; GPR35 arrestin U2OS: 13.7%; T cell modulator vesicle-bound %: 17.7; NTR1 agonist cell count 20 µM: 63

What do the screens show for `COc1ccc(Nc2nc(Cl)nc(N3CCN(c4ccc(OC)cc4)CC3)n2)cc1`?
West Nile virus CPE: 0.1%; NTR1 agonist: 12.7; KOR beta-arrestin-1: -4.6%; KOR beta-arrestin-2: 21.5%; PhoP inhibition: -6.0%; GPR55 activation: -0.1%; GPR55 LPI antagonism: -12.8%; T cell modulator: inactive; GPR35 arrestin U2OS: -6.7%; T cell modulator vesicle-bound %: 50.7; NTR1 agonist cell count 20 µM: 43

How did COc1ccc(-c2cc(C(F)(F)F)nc(-n3cc(Br)cn3)n2)cc1 do in these assays?
West Nile virus CPE: -1.2%; NTR1 agonist: 0.4; KOR beta-arrestin-1: -0.6%; KOR beta-arrestin-2: 1.5%; PhoP inhibition: -2.2%; GPR55 activation: -0.1%; GPR55 LPI antagonism: 3.6%; T cell modulator: inactive; GPR35 arrestin U2OS: -3.3%; T cell modulator vesicle-bound %: 26.1; NTR1 agonist cell count 20 µM: 89

What do the screens show for `CC1CCc2c(sc(NC(=O)COC(=O)c3ccc(O)cc3)c2C#N)C1` (stereo unspecified)?
West Nile virus CPE: -0.1%; NTR1 agonist: 2.2; KOR beta-arrestin-1: 3.8%; KOR beta-arrestin-2: -29.2%; PhoP inhibition: -0.4%; GPR55 activation: 0.0%; GPR55 LPI antagonism: -10.5%; T cell modulator: inactive; GPR35 arrestin U2OS: -4.0%; T cell modulator vesicle-bound %: 28.9; NTR1 agonist cell count 20 µM: 58

How did CN(C)CCN(C(=O)CN1C(=O)c2ccccc2C1=O)c1nc2cc3c(cc2s1)OCO3 do in these assays?
West Nile virus CPE: -0.8%; NTR1 agonist: -1.0; KOR beta-arrestin-1: 2.9%; KOR beta-arrestin-2: -9.1%; PhoP inhibition: 0.6%; GPR55 activation: -0.2%; GPR55 LPI antagonism: -8.3%; T cell modulator: inactive; GPR35 arrestin U2OS: 13.3%; T cell modulator vesicle-bound %: 63.2; NTR1 agonist cell count 20 µM: 64

What do the screens show for `COc1ccccc1NS(=O)(=O)c1cccc(C(=O)N2CCN(C/C=C/c3ccccc3)CC2)c1`?
West Nile virus CPE: 1.0%; NTR1 agonist: 0.8; KOR beta-arrestin-1: -4.0%; KOR beta-arrestin-2: -2.4%; PhoP inhibition: 2.2%; GPR55 activation: -0.1%; GPR55 LPI antagonism: 7.8%; T cell modulator: inactive; GPR35 arrestin U2OS: 1.9%; T cell modulator vesicle-bound %: 6.3; NTR1 agonist cell count 20 µM: 73

How did Cc1ccc(-c2c(C#N)c(N)n3c(nc4ccccc43)c2C#N)cc1 do in these assays?
West Nile virus CPE: 0.5%; NTR1 agonist: 14.0; KOR beta-arrestin-1: -1.2%; KOR beta-arrestin-2: -91.4%; PhoP inhibition: 3.0%; GPR55 activation: -0.3%; GPR55 LPI antagonism: 0.7%; T cell modulator: inactive; GPR35 arrestin U2OS: -1.9%; T cell modulator vesicle-bound %: 51.9; NTR1 agonist cell count 20 µM: 67

How did COc1ccc(OC)c(NC(=O)CSc2ncccn2)c1 do in these assays?
West Nile virus CPE: -0.4%; NTR1 agonist: -2.4; KOR beta-arrestin-1: -6.8%; KOR beta-arrestin-2: -20.1%; PhoP inhibition: 3.0%; GPR55 activation: 0.2%; GPR55 LPI antagonism: -3.2%; T cell modulator: inactive; GPR35 arrestin U2OS: 5.4%; T cell modulator vesicle-bound %: 25.9; NTR1 agonist cell count 20 µM: 90

Results for CC(C)Sc1nc(SCC(=O)NCc2ccco2)c2c3c(sc2n1)COC(C)(C)C3 ?
West Nile virus CPE: 1.9%; NTR1 agonist: 14.5; KOR beta-arrestin-1: -2.4%; KOR beta-arrestin-2: -40.8%; PhoP inhibition: 8.0%; GPR55 activation: 1.2%; GPR55 LPI antagonism: 4.4%; T cell modulator: inactive; GPR35 arrestin U2OS: -7.0%; T cell modulator vesicle-bound %: 59.1; NTR1 agonist cell count 20 µM: 45

What do the screens show for `CC(C)NC(=S)N1CCN(Cc2ccc3c(c2)OCO3)CC1`?
West Nile virus CPE: -0.5%; NTR1 agonist: 1.2; KOR beta-arrestin-1: -2.5%; KOR beta-arrestin-2: -34.8%[20 µM]; PhoP inhibition: 3.1%; GPR55 activation: -0.1%; GPR55 LPI antagonism: 1.2%; T cell modulator: inactive; GPR35 arrestin U2OS: -0.6%; T cell modulator vesicle-bound %: 44.3; NTR1 agonist cell count 20 µM: 63

How did NCC(=O)N1CCC(C(=O)N[C@@H](Cc2c[nH]c3ccccc23)C(=O)O)CC1 do in these assays?
West Nile virus CPE: 0.0%; NTR1 agonist: 0.0; KOR beta-arrestin-1: -0.6%; KOR beta-arrestin-2: -22.3%; PhoP inhibition: -7.4%; GPR55 activation: 0.0%; GPR55 LPI antagonism: 10.2%; T cell modulator: inactive; GPR35 arrestin U2OS: -2.4%; T cell modulator vesicle-bound %: 31.4; NTR1 agonist cell count 20 µM: 94

How did O=C1C2CC=CCC2C(=O)N1c1n[nH]c(Cc2ccccc2)n1 (stereo unspecified) do in these assays?
West Nile virus CPE: -0.2%; NTR1 agonist: 0.1; KOR beta-arrestin-1: -0.1%; KOR beta-arrestin-2: 27.2%; PhoP inhibition: -9.6%; GPR55 activation: -0.1%; GPR55 LPI antagonism: 13.9%; T cell modulator: inactive; GPR35 arrestin U2OS: 10.0%; T cell modulator vesicle-bound %: 39.0; NTR1 agonist cell count 20 µM: 48

What do the screens show for `CC1Cc2ccccc2N1C(=O)CN1CCC(n2nnc3cc(C(F)(F)F)ccc32)CC1` (stereo unspecified)?
West Nile virus CPE: 0.8%; NTR1 agonist: 2.5; KOR beta-arrestin-1: 1.8%; KOR beta-arrestin-2: 2.4%; PhoP inhibition: -4.7%; GPR55 activation: -0.1%; GPR55 LPI antagonism: 12.8%; T cell modulator: inactive; GPR35 arrestin U2OS: 10.6%; T cell modulator vesicle-bound %: 28.4; NTR1 agonist cell count 20 µM: 50

What do the screens show for `C=CCn1c(SCC(=O)Nc2ccc(OC)cc2)nnc1-c1cnccn1`?
West Nile virus CPE: -0.6%; NTR1 agonist: 0.3; KOR beta-arrestin-1: -2.2%; KOR beta-arrestin-2: -8.6%; PhoP inhibition: -6.7%; GPR55 activation: -0.1%; GPR55 LPI antagonism: 11.0%; T cell modulator: inactive; GPR35 arrestin U2OS: 7.4%; T cell modulator vesicle-bound %: 29.3; NTR1 agonist cell count 20 µM: 52

Results for CCCCn1c(SCC(=O)Nc2nnc(CC)s2)nc2ccccc2c1=O ?
West Nile virus CPE: -0.1%; NTR1 agonist: -1.1; KOR beta-arrestin-1: -6.6%; KOR beta-arrestin-2: 24.7%; PhoP inhibition: -4.5%; GPR55 activation: -0.1%; GPR55 LPI antagonism: 3.8%; T cell modulator: inactive; GPR35 arrestin U2OS: 3.8%; T cell modulator vesicle-bound %: 14.3; NTR1 agonist cell count 20 µM: 90

Results for COc1ccc(NC(=O)CSC(C)c2nc3ccccc3c(=O)[nH]2)cc1 (stereo unspecified) ?
West Nile virus CPE: -0.4%; NTR1 agonist: 0.3; KOR beta-arrestin-1: -0.2%; KOR beta-arrestin-2: -14.3%; PhoP inhibition: 4.7%; GPR55 activation: 0.0%; GPR55 LPI antagonism: -7.4%; T cell modulator: inactive; GPR35 arrestin U2OS: 4.3%; T cell modulator vesicle-bound %: 76.2; NTR1 agonist cell count 20 µM: 47

Results for COc1ccc(C(=O)N/C(=C\c2ccccc2)C(=O)Nc2ccc(C(=O)O)cc2)cc1 ?
West Nile virus CPE: 0.1%; NTR1 agonist: -0.5; KOR beta-arrestin-1: 3.1%; KOR beta-arrestin-2: 1.9%; PhoP inhibition: -4.3%; GPR55 activation: -0.2%; GPR55 LPI antagonism: 10.2%; T cell modulator: inactive; GPR35 arrestin U2OS: 1.5%; T cell modulator vesicle-bound %: 13.6; NTR1 agonist cell count 20 µM: 59

Results for Cc1cc(C)cc(NC(=O)CCNC(=O)c2ccc([N+](=O)[O-])cc2)c1 ?
West Nile virus CPE: -0.1%; KOR beta-arrestin-1: -1.8%; KOR beta-arrestin-2: -2.7%; PhoP inhibition: 5.0%; GPR55 activation: 0.0%; GPR55 LPI antagonism: 18.3%; T cell modulator: inactive; GPR35 arrestin U2OS: -6.9%; T cell modulator vesicle-bound %: 28.8

An excerpt from the list above, for reference:
Results for CC(C)Sc1nc(SCC(=O)NCc2ccco2)c2c3c(sc2n1)COC(C)(C)C3 ?
West Nile virus CPE: 1.9%; NTR1 agonist: 14.5; KOR beta-arrestin-1: -2.4%; KOR beta-arrestin-2: -40.8%; PhoP inhibition: 8.0%; GPR55 activation: 1.2%; GPR55 LPI antagonism: 4.4%; T cell modulator: inactive; GPR35 arrestin U2OS: -7.0%; T cell modulator vesicle-bound %: 59.1; NTR1 agonist cell count 20 µM: 45

What do the screens show for `CC(C)NC(=S)N1CCN(Cc2ccc3c(c2)OCO3)CC1`?
West Nile virus CPE: -0.5%; NTR1 agonist: 1.2; KOR beta-arrestin-1: -2.5%; KOR beta-arrestin-2: -34.8%[20 µM]; PhoP inhibition: 3.1%; GPR55 activation: -0.1%; GPR55 LPI antagonism: 1.2%; T cell modulator: inactive; GPR35 arrestin U2OS: -0.6%; T cell modulator vesicle-bound %: 44.3; NTR1 agonist cell count 20 µM: 63
